Screening results (PubChem)
TDP1 cell noCPT: qHTS for Inhibitors of human tyrosyl-DNA phosphodiesterase 1 (TDP1): qHTS in cells in absence of CPT; Potency, µM (top dose mostly 46.2 µM), for inactives: at the top dose activity change, negative = growth inhibition, hits mostly inhibitors; 420,000 tested, 15% active; AID 686978, 2013; DT40 Tdp1-/- hTDP1 cells, no CPT, ATP luminescence, 48 h; also: nearly all actives have a fitted effect of over 55% in size
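Cells were dispensed at 400 per well, compounds added by pin tool, plates incubated ≥48 hr at 37 °C, then CellTiter-Glo added for 30 min at room temperature before luminescence reading. Line: DT40 Tdp1-/- complemented with hTDP1; camptothecin omitted.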
TDP1 block: TDP1 (human) enzyme inhibition | AID 485290 | Potency, µM (highest dose often 130 µM), for inactives: at the top dose activity change, negative = inhibition, actives largely listed as inhibitors | 350,000 tested, 0.28% active | Q9NUW8 | recombinant TDP1, AlphaScreen DNA substrate cleavage; also: nearly all actives have a fitted effect of over 40% in size
Target sequence (Q9NUW8 whole entry, looked up): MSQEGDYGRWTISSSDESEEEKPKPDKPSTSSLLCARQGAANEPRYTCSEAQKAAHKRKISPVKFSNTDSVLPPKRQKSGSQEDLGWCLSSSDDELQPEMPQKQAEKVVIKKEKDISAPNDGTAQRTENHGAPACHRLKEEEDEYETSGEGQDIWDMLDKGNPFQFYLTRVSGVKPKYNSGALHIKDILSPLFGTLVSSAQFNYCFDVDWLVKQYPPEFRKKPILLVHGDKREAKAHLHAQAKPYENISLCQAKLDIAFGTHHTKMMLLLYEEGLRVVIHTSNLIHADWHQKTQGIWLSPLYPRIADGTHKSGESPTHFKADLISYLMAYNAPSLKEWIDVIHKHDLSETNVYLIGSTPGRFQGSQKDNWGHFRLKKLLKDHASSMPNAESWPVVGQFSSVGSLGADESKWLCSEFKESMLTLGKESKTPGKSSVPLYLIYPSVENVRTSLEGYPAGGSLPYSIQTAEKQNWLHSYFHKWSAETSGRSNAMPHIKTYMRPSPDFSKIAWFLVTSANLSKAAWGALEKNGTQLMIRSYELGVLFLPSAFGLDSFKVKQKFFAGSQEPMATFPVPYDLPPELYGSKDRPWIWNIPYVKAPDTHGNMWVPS
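Steps: enzyme plus compound, 15 min RT; add biotin/phosphotyrosine-FITC oligonucleotide (15 nM final), react 5 min; add donor/acceptor beads (10 ug/ml final), 10 min; read AlphaScreen. Tdp1 at 1 nM final.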
KAT2A inh: GCN5L2 (KAT2A) acetyltransferase inhibition | Potency, µM (highest dose often 58.9 µM), inactives show at the top dose activity change, negative = inhibition, hits mostly inhibitors | GCN5L2 HAT assay, ThioGlo1 CoA-SH fluorescence | Q92830 | AID 504327 | 390,000 tested, 0.21% active
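Compounds, pin-transferred from DMSO stocks, meet 20nM GCN5L2 for 15 min before the reaction begins with H3(1-25) peptide (75uM) and acetyl-CoA (70uM). Thiol-reactive ThioGlo1 reports CoA release over 20 min at room temperature.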
* hit, by the source's call; ? = inconclusive; . = not tested or not shown; & = joins results of further samples; [ ] = remark or other dose. Calls follow the shape of the dose curve; as a rule, active = well fitted curve in the direction sought with a large enough effect; inconclusive = small, poorly fitted or top-dose-only effect, or another doubt; inactive = no such curve, though single readings can be large; an effect the other way counts as inactive or inconclusive. % is scaled to controls: 0 for no effect and ±100 for the full control effect; potency is read from the fitted curve at half-maximal effect.

Results follow in this order: TDP1 cell noCPT | TDP1 block | KAT2A inh
[1] C[C@@H](N)Cc1cnc[nH]1
    ? | 7%[56.1 µM] | -9%
[2] Brc1cccc(CNCCc2ccc3c(c2)OCO3)c1
    ? | . | -2%
[3] O=c1[nH]c(=S)[nH]c(O)c1N=Nc1ccc(S(=O)(=O)N2CCOCC2)cc1
    23% | 20µM* | -7%
[4] CC(=O)N1CCN(CC(=O)Nc2ccc(C#N)c(Cl)c2)CC1
    3% | 8% | -4%
[5] CCCCCC[C@H]1C(=O)O[C@H](C)[C@H](NC(=O)c2cccc(NC=O)c2O)C(=O)O[C@@H](C)[C@H]1OC(=O)CC(C)C
    . | 19%[21 µM] | ?
[6] CN1C[C@H](CO)C=C2c3cccc4[nH]cc(c34)C[C@@H]21
    . | 7%[56.1 µM] | -12%[21.4 µM]
[7] Cc1cccc(CSc2nc3c(cc2C#N)CN(C)CC3)c1
    2% | 3% | -25%
[8] CC1(C)Cc2c(sc3nc4n(-c5ccccc5)c(=O)c(CCC(=O)O)nn4c(=O)c23)CO1
    -29% | 10% | 0%
[9] COc1ccc(CN2CCN(Cc3ccccc3F)CC2)cc1
    -28% | . | 1%
[10] N#CC(C#N)=NNc1ccc(-n2ccc(C(F)(F)F)n2)cc1
    1.6µM* | 8% | ?
[11] Oc1cc2c(cc1O)[C@H]1c3ccccc3CN[C@H]1CC2
    18µM* | 7%&2% | 0%&-23%
[12] CC(=O)OC1C2C(OC(=O)Cc3ccccc3)C(C)CC2(OC(C)=O)C(=O)/C(C)=C/C2C(CC[C@@]13CO3)C2(C)C (stereo not given in full)
    -2% | -5%[56.1 µM] | -11%
[13] CCCOc1ccc(N2C(=O)CC(N3CC=C(c4ccccc4)CC3)C2=O)cc1 (stereo not given)
    ? | 3% | 2%
[14] C[C@@H]1CC2C3CC=C4C[C@@H](O)CC[C@]4(C)C3CC[C@]2(C)[C@H]1O (stereo not given in full)
    ? | 0% | 3%
[15] CC(=O)OC1(c2ccccc2)CC(C(C)(C)C)CN(C(C)(C)C)C1 (stereo not given)
    -13% | -5% | -1%
[16] COc1cccc(CN2CCCC(C(=O)c3ccccc3SC)C2)c1O (stereo not given)
    ? | . | 24%
[17] CCC(=O)c1cc(F)c(N2CCN(CC)CC2)cc1C
    ? | 0% | -9%
[18] CSc1ncc(Cl)c(C(=O)O)n1 (tested in a mixture with another compound)
    -20% | 2% | -15%
[19] CCOc1ccc(CN2CCN(C(=O)Cc3ccccc3)CC2)cc1
    -24% | . | -2%
[20] C[C@]12CC[C@H](O)CC1=C([N+](=O)[O-])CC1C2CC[C@@]2(C)C1CC[C@@H]2O (stereo not given in full)
    -26% | 3% | -7%
[21] Cc1ccc(C(C)C)c(OCC#CCN2CCCC2)c1
    ? | -10% | -8%
[22] C[N+]1(C)CCc2cc3c(cc2C1C1OC(=O)c2c1ccc1c2OCO1)OCO3 (stereo not given)
    . | 5%[56.1 µM] | -23%
[23] O=C(CCl)NN=C(c1ccccc1)c1ccccc1
    5.2µM* | 8% | -8%
[24] O=[N+]([O-])c1ccc(Cl)c(Cl)c1Cl
    -3% | 1%&18% | 3%
[25] C/C(=N\Nc1ccccc1)c1c(O)n(-c2ccccc2)c(=O)[nH]c1=O
    -7% | 8% | -7%
[26] COc1ccc(-c2nn(CCC#N)cc2C(=O)NCc2ccccc2)cc1
    27% | 2% | -20%
[27] Cc1ccc(Nc2nnc(-c3ccc(C)c(S(=O)(=O)NCc4nc5ccccc5[nH]4)c3)c3ccccc23)cc1
    ? | . | -13%
[28] O=C(CSC1c2ccccc2-c2ccccc21)N/N=C/c1ccccc1O
    6.5µM* | 9% | 2%
[29] NS(=O)(=O)c1ccc(-c2ccc(C=C3C(=O)NC(=O)NC3=O)o2)cc1
    -1% | . | -12%
[30] CC(C)Cc1nnc(NC(=O)CCC(=O)N2CCN(CCOC(c3ccccc3)c3ccccc3)CC2)s1
    ? | 3% | 1%

Five entries out of the list, sorted by length of the SMILES, descending:
Results follow in this order: TDP1 cell noCPT | TDP1 block | KAT2A inh
[5] CCCCCC[C@H]1C(=O)O[C@H](C)[C@H](NC(=O)c2cccc(NC=O)c2O)C(=O)O[C@@H](C)[C@H]1OC(=O)CC(C)C
    . | 19%[21 µM] | ?
[29] NS(=O)(=O)c1ccc(-c2ccc(C=C3C(=O)NC(=O)NC3=O)o2)cc1
    -1% | . | -12%
[19] CCOc1ccc(CN2CCN(C(=O)Cc3ccccc3)CC2)cc1
    -24% | . | -2%
[17] CCC(=O)c1cc(F)c(N2CCN(CC)CC2)cc1C
    ? | 0% | -9%
[21] Cc1ccc(C(C)C)c(OCC#CCN2CCCC2)c1
    ? | -10% | -8%

Next structures follow:
Results follow in this order: TDP1 cell noCPT | TDP1 block | KAT2A inh
[31] CCCC(C)C1C(C#N)=C(N)Oc2c1c(=O)oc1ccccc21 (stereo not given)
    ? | 0% | -2%
[32] O=c1[nH]c(=S)n(C2CC2)c(O)c1/C=N/Nc1cccc2ccccc12
    ? | 5% | -27%
[33] CCOC(=O)C1(CCOc2ccccc2)CCN(Cc2ccc(C)s2)CC1
    7.3µM* | 5% | -2%
[34] Cc1nc2ccccc2c(=O)n1-c1ccccc1C(F)(F)F
    ? | 8% | ?
[35] CC(C)[C@H](CN(N=O)[C@@H](Cc1ccccc1)CN(C)N=O)N(CCc1ccccc1)N=O
    23µM* | 3% | -8%
[36] Cc1nc2ccc(NC(=O)C3COc4ccccc4O3)cc2s1 (stereo not given)
    ? | -2% | -14%
[37] C[N+](C)(C)c1ccccc1
    -18% | 2% | -15%
[38] CC(C)C[C@H]1C(=O)N2CCC[C@H]2[C@]2(O)O[C@](NC(=O)[C@@H]3C=C4c5cccc6[nH]cc(c56)C[C@H]4N(C)C3)(C(C)C)C(=O)N12
    16µM* | . | -27%
[39] Cn1cccc1/C=C1\C(=O)NC(=O)N(Cc2ccccc2)C1=O
    2.1µM* | 5% | -16%
[40] COc1cccc(N2CCN(Cc3ccc(Cl)cc3)CC2)c1
    -21% | 4% | -2%
[41] CCC(C)n1c(O)c(/C=N/Nc2ccccc2)c(=O)[nH]c1=S (stereo not given)
    10% | 5% | -7%
[42] CCOC(=O)C1SC2(C(F)(F)F)CC1(O)c1c(C)cc(C)nc1O2 (stereo not given)
    ? | 1% | 3%
[43] C/C(=N\N1CCCCCC1)c1c(O)n(-c2ccccc2C)c(=O)[nH]c1=O
    0.13µM* | 1% | -3%
[44] N[C@@H](Cc1ccccc1)C(=O)N1C[C@H]2C[C@@H](C1)c1cccc(=O)n1C2
    0% | . | 0%
[45] O=C(NCCCn1ccnc1)C(Cl)(Cl)Cl
    11% | 6% | -5%
[46] NCC(CP(=O)(O)O)c1ccc(Cl)cc1 (stereo not given)
    -9% | 10%[56.1 µM] | ?
[47] O=c1c2ccccc2nc(-c2ccccc2)n1-c1ccc(O)cc1
    ? | -3% | -4%
[48] NP(=O)(OCC(F)(F)F)Oc1cccc2ccccc12 (stereo not given)
    -23% | 5% | -1%
[49] CO[C@H]1C=C2CCN(C)[C@@H]2[C@@H]2c3cc4c(cc3C(=O)O[C@H]21)OCO4
    . | 11%[21 µM] | 6%[21.4 µM]
[50] COc1cc(OC)c(/C=C2/C(=O)Nc3ccccc32)c(OC)c1
    . | 17%[56.1 µM] | -15%
[51] C=CCn1c(O)c(C(C)=NCc2cc(OC)cc(OC)c2)c(=O)[nH]c1=O
    1.6µM* | 4% | -5%
[52] O=C(Nc1cccc(C(F)(F)F)c1)c1cccn(Cc2ccc3c(c2)OC(F)(F)O3)c1=O
    -14% | 0% | -14%
[53] COC(=O)C1=C(c2ccc(OC)c(OC)c2)C[C@@H]2CC[C@H]1N2C(=O)NCCCOC(C)C
    -17% | 0% | -7%
[54] O=c1cccc2n1CC1CC2CN(c2nc(N3CCCCC3)nc(N3CCCCC3)n2)C1 (stereo not given)
    ? | 4% | -7%
[55] CN1C[C@@H]2C[C@@H](c3cccn3-c3ccccn3)N3CCC[C@@]23C1=O
    -7% | 5% | 2%
[56] COc1cccc(NC2=NCCCS2)c1
    21% | . | -7%
[57] Cc1cc(O)c2c(c1)C(=O)c1cc(O)cc(O)c1C2=O
    21µM* | 19%[56.1 µM] | -14%
[58] Fc1ccc(CNCCc2c[nH]c3ccccc23)cc1
    4.6µM* | 4% | -3%
[59] N#Cc1ccc(C(=O)N2CCN(c3nc4ccc(F)cc4s3)CC2)cc1
    2.3µM* | 0% | -12%
[60] CC(C)CNC(=O)c1c(N)n(Cc2ccc3c(c2)OCO3)c2nc3ccccc3nc12
    ? | -14% | -23%

Quoted at random: three records from the list.
Results follow in this order: TDP1 cell noCPT | TDP1 block | KAT2A inh
[49] CO[C@H]1C=C2CCN(C)[C@@H]2[C@@H]2c3cc4c(cc3C(=O)O[C@H]21)OCO4
    . | 11%[21 µM] | 6%[21.4 µM]
[35] CC(C)[C@H](CN(N=O)[C@@H](Cc1ccccc1)CN(C)N=O)N(CCc1ccccc1)N=O
    23µM* | 3% | -8%
[9] COc1ccc(CN2CCN(Cc3ccccc3F)CC2)cc1
    -28% | . | 1%

New compounds follow.
Results follow in this order: TDP1 cell noCPT | TDP1 block | KAT2A inh
[61] COc1ccc(-c2cc(=O)oc3c(C)c(OC(C)C(=O)N4C[C@H]5C[C@@H](C4)c4cccc(=O)n4C5)ccc23)cc1 (stereo not given in full)
    ? | . | -15%
[62] CC1(C)Cc2c(c(N3CCOCC3)nc3sc4c(NCc5ccccc5)nnnc4c23)CS1
    23µM* | . | 2%
[63] COC(=O)C1=C(c2ccc(OC)c(OC)c2)C[C@@H]2CC[C@H]1N2C(=O)N1CCC(C)CC1
    10µM* | 0% | -4%
[64] Cn1c(=O)cc(OCCCC(=O)N2CCC3(CC2)OCCO3)c2ccccc21
    -12% | 0% | 2%
[65] O=c1oc2ccccc2cc1-c1cn2cc(Cc3ccc(F)cc3)sc2n1
    2.1µM* | 4% | -3%
[66] CCN(CC)C(=O)c1ccc(NC(=O)COc2ccc(-c3nn(C)c(=O)c4ccccc34)cc2)cc1
    ? | 1%&6% | -11%&-3%
[67] CN1C(=O)C(=Cc2cccnc2)C(=O)N(C)C1=O
    3% | -1% | -10%
[68] C[C@@H]1CCC2[C@@H](C)C(=O)O[C@@H]3OC4(C)CCC1[C@@]23OO4 (stereo not given in full)
    8.2µM* | 2% | -1%
[69] C[C@]12CC[C@H](O)C[C@@H]1CC[C@@H]1[C@@H]2CC[C@]2(C)[C@@H](C(=O)O)C[C@@H]12
    3% | 2% | -2%
[70] CCOC(=O)COc1ccc2c(c1)c(C(C)=O)c(C)n2Cc1ccccc1
    -13% | 2% | -1%
[71] CCCc1cc(=O)oc2cc(OCC(=O)N3CCC(C(=O)O)(c4ccccc4)CC3)ccc12
    2% | . | -9%
[72] O=C1NC(=O)C(CCc2ccccn2)(Cc2cccc(Cl)c2Cl)C(=O)N1c1ccc(Br)cc1 (stereo not given)
    ? | 5% | -8%
[73] O=c1c2ccccc2nc(/C=C/c2ccccc2)n1-c1ccc(O)cc1
    23µM* | . | -14%
[74] O=C(C1CC(c2ccccc2O)=NO1)N1CCC2(CC1)OCCO2 (stereo not given)
    -17% | 3% | 0%
[75] COC(=O)CCC(=O)Nc1sc(Cc2ccccc2)c(C)c1C(N)=O
    23µM* | -5% | ?
[76] COCc1cc(C2SCC(=O)Nc3c2c(=O)[nH]n3C(C)C)ccc1OC (stereo not given)
    -8% | -1% | -4%
[77] CC(C)Sc1nnc(OC(=O)N(C)C)n1-c1ccccc1
    -4% | 1% | -1%
[78] CCN(CC)C(=O)c1ccc(NC(=O)COc2ccc([N+](=O)[O-])cc2Cl)cc1
    21µM* | 4% | 2%
[79] CCN(CC)CCNC(=O)c1c(O)c2ccccc2n(Cc2ccccc2)c1=O
    16µM* | 3% | 0%
[80] O=C(c1ccco1)c1cn(Cc2ccccc2)c2ccccc12
    ? | 0% | -6%
[81] CCN(CC)c1ccc(N=Cc2c(O)n(Cc3ccco3)c(=O)[nH]c2=O)cc1
    -12% | 5% | 2%
[82] CC(C)c1ccc(N2C(=O)CC(=O)NC2=O)cc1
    10% | . | -2%
[83] Cc1cc(C)cc(OCCOc2cccc(C=C3C(=O)NC(=O)NC3=O)c2)c1
    ? | 79µM* | -9%
[84] Cc1ccccc1-n1c(O)c(C=Nc2ccc3c(c2)OCO3)c(=O)[nH]c1=O
    -25% | 5% | -9%
[85] C[C@H](CO)N1C[C@H](C)[C@@H](CN(C)S(=O)(=O)c2cccs2)Oc2ccc(NC(=O)Nc3ccc4c(c3)OCO4)cc2C1=O
    18µM* | 3% | -8%
[86] O=C1NC(=O)N(CCC2=CCCCC2)C(=O)/C1=C\c1cccs1
    ? | 0% | -26%
[87] COc1ccc(-c2c3c(=O)n(C)c(=O)n(C)c3c3n2-c2ccccc2NC3c2ccccc2OC)cc1 (stereo not given)
    15µM* | 9% | -11%

A portion of the library (hit frequency here may not be typical).
